Compound activity (PubChem)
S3 lipid droplet – qHTS Assay for Lipid Storage Modulators in Drosophila S3 Cells | Drosophila S3 cells, BODIPY lipid droplet fluorescence, 18-24 h; cells fed with added oleic acid | 320,000 compounds, 0.64% hits | lipid storage change, negative = inhibition, % at the top dose, mostly 46.1 µM; hits show Potency in µM; active = well fitted inhibition curve with a large enough effect in the signal ratio, with a control signal flat, not every such curve was filed as active; inconclusive = small, poorly fitted or top-dose-only effect, or effect the other way, or a change in a side signal; the % refers to the signal ratio
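Drosophila S3 cells loaded with oleic acid (400 uM, as added) and compounds at several concentrations; lipid droplets imaged by 488-nm laser-scanning cytometry, 500–530 nm intensity and object ratio to cell channel. Percent activity normalized to 20 uM Triacsin C.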
S3 lipid droplet cell count max – further read-out of S3 lipid droplet, marked with its call; cell number change, %; measured here: cell count max response;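 cells counted by Cell Tracker Red CMTPX staining in the red channel; peak over a dose series mostly up to 46.1 µM; percent activity relative to internal control wells on each plate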
Starred values were filed as active, the others as inactive; i = inactive; ? = inconclusive; / = not tested or not shown; [ ] = another dose, or the depositor's remark. % is scaled to controls: 0 for no effect and ±100 for the full control effect; potency is read from the fitted curve at half-maximal effect. Only part of the results is shown (hit frequency here may not be typical).

Results follow in this order: S3 lipid droplet, S3 lipid droplet cell count max
O=C(O)C12CC3CC(C1)CC(n1ncc(N4CCN(c5ccccc5)CC4)c(Cl)c1=O)(C3)C2
 : -14%, -5
CC(=O)Nc1ccc(S(=O)(=O)N2CCN(CCc3ccccc3)CC2)cc1
 : ?, /
O=C(COC(=O)C1CCN(S(=O)(=O)c2cccs2)CC1)Nc1ccccc1
 : ?, /
CCOC(=O)c1c(C)nc2c3ccccc3ccn12
 : i, -20
COc1cc(CCC(=O)OCC(=O)Nc2ccc3c(c2)OCO3)cc(OC)c1OC
 : ?, /
O=S(=O)(c1ccccc1)c1nc(-c2ccccc2)oc1N1CCCC1
 : 1%, /
O=C(NCCN1CCN(C(=O)c2cccs2)CC1)C(=O)Nc1ccc(Br)cc1
 : ?, /
Cc1nc2ccccn2c1C(=O)N=Nc1c(O)[nH]c2ccccc12
 : ?, /
Cc1cc(C)nc(SCCC(=O)Nc2cccc3ccccc23)n1
 : -11%, -13
Cc1cc(C)c(NC(=O)NC2CCCCC2)c(C)c1
 : 17%, 11
CC(C)Oc1ccc(CNC(=O)Oc2ccccc2)cc1
 : i, /
CC1=CC(C)(C)N(C(=O)CCl)c2ccccc21
 : -5%, -1
Cc1cc(=O)[nH]c(N/N=C/c2c[nH]c3ccccc23)n1
 : 7%, 1
O=C(O)CCC(=O)N1CCN(c2nc(-c3ccccc3Cl)c3cc(Br)ccc3n2)CC1
 : -7%, -8
Cc1cc(C(=O)NNc2cc(Cl)ccc2Cl)no1
 : 9%, 0
CCCCc1nc(C(N)=O)c2[nH]c(=O)n(-c3ccc(OC)c(OC)c3)c2n1
 : i, /
O=C(NC(NCc1ccccn1)(C(F)(F)F)C(F)(F)F)c1ccco1
 : ?, /
O=S(=O)(c1ccc(OCC(O)CN2CCN(c3ccccc3O)CC2)cc1)N1CCOCC1 (stereo not given)
 : ?, /
CCNCCNC(=O)c1c(O)c2ccccc2n(CC)c1=O
 : ?, /
O=C(O)C1CCCN1C(=O)C1CCN(S(=O)(=O)c2cccc(C(F)(F)F)c2)CC1 (stereo not given)
 : ?, /
CN1CCN(C(=O)C2=C[C@@H](C3CC3)C[C@@H](OCc3ccc(CO)cc3)O2)CC1
 : ?, /
CCN(CC)C(=O)Cn1cc(S(=O)(=O)CC(=O)Nc2ccc(OC)c(OC)c2)c2ccccc21
 : ?, /
CCCCNC(=O)c1ccc2c(c1)N(CC)C(=O)c1ccccc1S2(=O)=O
 : i, /
OC(c1cccs1)(c1cccs1)C1C[N+]2(CF)CCC1CC2 (stereo not given)
 : 0%, 4
COC(=O)[C@@H]1C[C@@]2(O)[C@H](O)[C@H](O)[C@H](O)C[C@H]2N1CC(c1ccccc1)c1ccccc1
 : -3%, 2
CCOC(=O)C(=NC(C)CC)NNc1cccc(C(F)(F)F)c1 (stereo not given)
 : -3%, 0
CCC(=O)Nc1cccc(NC(=O)CSc2nnc(-c3ccc(NS(C)(=O)=O)cc3)n2C)c1
 : ?, /
COc1ccc(C(=O)COC(=O)C2CCN(c3ccc(C(F)(F)F)cn3)CC2)c(OC)c1
 : ?, /
Oc1ccccc1-c1cc(-c2ccccc2)no1
 : ?, /
Cc1cccn2c(=O)c3cc(C(=O)NCCc4ccccc4)sc3nc12
 : i, -15
COc1ccc2c(c1)[nH]c1c(N3CCSCC3)ncnc12
 : ?, /
COC(=O)CNC(=O)C(Cc1ccccc1)NS(=O)(=O)c1ccc2c(c1)c(=O)n(C)c(=O)n2C (stereo not given)
 : ?, /
CN(C)CCN(C(=O)c1cccc(N2C(=O)CCC2=O)c1)c1nc2ccc(Br)cc2s1
 : 20%, -3
COc1cccc(NS(=O)(=O)c2cc3[nH]c(=O)c(=O)[nH]c3cc2C)c1
 : i, -9
CN(C)CCCN(C(=O)CCc1ccccc1)c1nc2ccc(Cl)cc2s1
 : ?, /
CN1COc2ccc3ccccc3c2C1
 : 0%, -6
CCN(C(=O)CSc1ncccc1C(=O)OC(C)C)c1cccc(C)c1
 : ?, /
CC(=O)N1CCCc2cc(S(=O)(=O)N3CCCC(C(=O)N4CCN(c5cc(C)ccc5C)CC4)C3)ccc21 (stereo not given)
 : ?, /
Cc1c(C(=O)N2CCCC2)oc2ccc(Br)cc12
 : ?, /
CCC(C)N(C(=O)CSc1ncnc2c1cnn2-c1ccccc1)C1CCS(=O)(=O)C1 (stereo not given)
 : 7%, 17

A portion from the list above, for reference:
Results follow in this order: S3 lipid droplet, S3 lipid droplet cell count max
COc1ccc2c(c1)[nH]c1c(N3CCSCC3)ncnc12
 : ?, /
COC(=O)CNC(=O)C(Cc1ccccc1)NS(=O)(=O)c1ccc2c(c1)c(=O)n(C)c(=O)n2C (stereo not given)
 : ?, /
CN(C)CCN(C(=O)c1cccc(N2C(=O)CCC2=O)c1)c1nc2ccc(Br)cc2s1
 : 20%, -3

The listing continues:
Results follow in this order: S3 lipid droplet, S3 lipid droplet cell count max
Cc1ccc(S(=O)(=O)CCC(=O)OCC(=O)N(C)C2CCS(=O)(=O)C2)cc1 (stereo not given)
 : ?, /
CCN(CC(=O)Nc1ccc(OC)cc1)C(=O)COc1cccc2c1OC(C)(C)C2
 : ?, /
CCOc1cc(C(=O)OCc2ccc(OC)cc2)ccc1OCC(=O)N1CCOCC1
 : ?, /
Cc1ccsc1C(=O)NNC(=O)C1CC=CCC1C(=O)O (stereo not given)
 : -1%, -3
Cc1nc(NC(=O)c2ccc(Cl)cc2)sc1Cc1ccc2c(c1)OCO2
 : ?, /
CN1CCN(C(=O)CSc2nc3c(c(=O)n(C)c(=O)n3C)n2C)CC1
 : ?, /
CCOc1ccc(OCCCC(=O)Nc2nc3ccccc3[nH]2)cc1
 : i, /
Cc1ccc(C(=O)NCC(=O)OCCOc2cccc(Cl)c2)cc1
 : -20%[0.0737 µM], -2
COc1ccccc1N1CCN(C(=O)c2ccc(CN3CCc4ccccc4C3)cc2)CC1
 : 20%, -14
CCOC(=O)C(=O)Nc1ccc(OCc2ccccc2)cc1
 : ?, /
O=C(CSc1nncs1)N1CCN(S(=O)(=O)c2ccccc2)CC1
 : ?, /
CCSc1cc(C)nc2c(-c3ccc(Cl)cc3)c(C)nn12
 : ?, /
Cc1ccc2c(c1)c1c(n2CC(O)CNC(C)(C)C)CCCC1 (stereo not given)
 : ?, /
Cc1ccc(S(=O)(=O)Nc2cccc(CP(=O)(c3ccccc3)c3ccccc3)c2)cc1
 : 3%, 20
COc1ccc(F)cc1S(=O)(=O)Nc1cc2c3c(c1)CC(=O)N3CCC2
 : i[0.0737 µM], 8
O=S(=O)(c1ccc2ncn(O)c2c1)N1CCOCC1
 : ?, /
CCN(CC)c1ccc(NC(=O)c2cccc(C)c2OC)c(C)c1
 : 7%, -21
COc1ccccc1OCC(=O)NC1CCCCCC1
 : i, 0
Cc1ccc(S(=O)(=O)N(Cc2ccccc2)c2ccccc2C(=O)NCc2ccco2)cc1
 : ?, /
CCCCCC1CC(CC(=O)NC(=S)Nc2ccc([N+](=O)[O-])cc2)C(=O)O1 (stereo not given)
 : -14%, -19
O=C(Nc1ccccc1)C1CCN(C(=O)c2ccc([N+](=O)[O-])cc2)CC1
 : 10%, /
CN(C)S(=O)(=O)c1ccc(NC(=O)COC(=O)C2CC3CCCC(C2)C3=O)cc1 (stereo not given)
 : -15%, 7
O=C1CC(c2ccccc2)Sc2nc(-c3ccccc3)c(-c3ccccc3)n21 (stereo not given)
 : -2%, 2
CCOC(=O)CC(=O)CSc1nc2c(sc(=S)n2-c2ccc(OCC)cc2)c(=O)[nH]1
 : ?, /
O=C(Nc1ccccc1OC(F)F)c1cc2c(s1)CCC2
 : 8%, 4
O=C(Cn1cnc2ccccc21)N1CCc2ccccc21
 : ?, /
O=C(c1cc(-c2ccc(O)cc2)on1)N1CCCC1
 : ?, /
CCN(CC)CCCN1C(=O)C(O)=C(C(=O)c2ccc(C)o2)C1c1ccc(C)o1 (stereo not given)
 : 4%, 2
O=C(c1cc(COc2ccc(F)cc2Cl)on1)N1CCc2sccc2C1
 : ?, /
Cc1cc(N2CCOCC2)n2ncc(-c3ccccc3)c2n1
 : i, -5
COC(=O)c1ccccc1NC(=O)Cc1nc(-c2ccccc2)sc1-c1ccc(C)cc1
 : ?, /
CC(C)(CNC(=O)c1cc(Cl)c(O)c(Cl)c1)N1CCCCC1
 : ?, /
Cc1cccc(N2CCN(C(=O)n3ccnc3)CC2)c1C
 : ?, /
COc1cc(C)nc(SCC(N)=O)n1
 : ?, /
Cc1ccc(N2C(=O)CC(N3CCSCC3)C2=O)c(C)c1 (stereo not given)
 : 22%, 3
COC(=O)c1cc(N2C(=O)C3C4C=CC(CC4)C3C2=O)ccc1Cl (stereo not given)
 : i, 22
Cc1ccc(N(CC(=O)NC(C)C)C(=O)CCC(=O)Nc2ccccn2)cc1
 : -9%, -3
Cc1ccc2nc(C)cc(C(=O)Nc3nccs3)c2c1
 : ?, /
O=C(CN1C(=O)NC(c2ccccc2)(c2ccccc2)C1=O)NCCNCCO
 : ?, /
O=C(NCC(c1ccco1)N1CCCC1)c1cc(S(=O)(=O)N2CCOCC2)ccc1Cl (stereo not given)
 : i, -7

(next part)
compound	S3 lipid droplet	S3 lipid droplet cell count max
COc1ccc(C2(CNC(=O)c3ccccc3[N+](=O)[O-])CCOCC2)cc1	?	/
CC(C)NC(=S)N/N=C/c1sc(N2CCCCC2)nc1-c1cccs1	?	/
COC(=O)c1nc(NC(=O)C(C)C)n[nH]1	16%	2
COc1ccc2oc(C(=O)N(CC(C)C)C3CCS(=O)(=O)C3)c(C)c2c1 (stereo not given)	6%	-13
COc1cc(C(=O)N[C@@H](Cc2c[nH]c3ccccc23)C(=O)O)cc(OC)c1OC	?	/
Cc1nnnn1-c1ccc(CC(=O)O)cc1	3%	9
CCOC(=O)c1ccc(-n2c(C)nc3ccccc3c2=O)cc1	?	/
CC(=O)NC1C(Oc2ccccc2C)OC2COC(c3ccco3)OC2C1O (stereo not given)	?	/
COc1cc(C(=O)Nc2sc3c(c2C(=O)O)CCC(C)C3)cc(OC)c1OC (stereo not given)	9%	18
Cc1cc(=O)n(C(C)(C)C)c(=O)n1Cc1ccccc1	10%	-2
Cn1cc(CN2CCCC(C(=O)c3nccn3C)C2)c(-c2cccc(Cl)c2)n1 (stereo not given)	13%	10
COC(=O)/C(C#N)=C/c1ccc(N2CCOCC2)c([N+](=O)[O-])c1	?	/

Record cards (already shown). Order of screens: S3 lipid droplet | S3 lipid droplet cell count max
Cn1cc(CN2CCCC(C(=O)c3nccn3C)C2)c(-c2cccc(Cl)c2)n1 (stereo not given) in the list: 13% | 10
COC(=O)c1nc(NC(=O)C(C)C)n[nH]1 in the list: 16% | 2
COc1cc(C(=O)N[C@@H](Cc2c[nH]c3ccccc23)C(=O)O)cc(OC)c1OC in the list: ? | /

More compounds follow:
compound	S3 lipid droplet	S3 lipid droplet cell count max
Cc1ccccc1OCC(=O)OCC(=O)Nc1ccc(N2CCOCC2)cc1	?	/
O=C(CNCCO)NC12CC3CC(CC(C3)C1)C2	0%	4
CCOc1ccc(C(=O)NCC(=O)OC2CCOC2=O)cc1OCC (stereo not given)	?	/
C=CCNC(=O)/C(C#N)=C/c1c(N2CCN(c3cccc(Cl)c3)CC2)nc2c(C)cccn2c1=O	3%	2
COc1cc(C2C3=C(CC(C)(C)CC3=O)OC3=C2C(=O)CC(C)(C)C3)cc([N+](=O)[O-])c1O	?	/
CC(=O)c1cccc(NC(=O)Cn2cnc(S(=O)(=O)N3CCc4ccccc43)c2)c1	-10%	19
FC(F)(F)c1nnc(-c2ccccc2)nc1Sc1ccc(Cl)cc1	?	/
O=C(CSCC(=O)NCc1ccco1)NCc1ccco1	6.5µM*	17*
COc1ccc(NC(=O)c2cccc(S(=O)(=O)N3CCN(c4ccccc4)CC3)c2)c(OC)c1	?	/
CCn1cnc2c(cnn2-c2ccccc2)c1=O	i	-7
COc1ccc(CNC(=O)C/C(C)=N/NC(=O)c2ccccc2OC)cc1	-7%	15
COc1cccc(-n2cnc(=O)c3cccnc32)c1	?	/

Rewritten field by field: entries from further up
SMILES: Cc1ccsc1C(=O)NNC(=O)C1CC=CCC1C(=O)O (stereo not given)
  S3 lipid droplet: -1%; S3 lipid droplet cell count max: -3

SMILES: Cc1nc(NC(=O)c2ccc(Cl)cc2)sc1Cc1ccc2c(c1)OCO2
  S3 lipid droplet: ?; S3 lipid droplet cell count max: /

Continued:
compound	S3 lipid droplet	S3 lipid droplet cell count max
CCOC(=O)N1CCN(c2ccc(C(C)=O)cc2F)CC1C (stereo not given)	?	/
Cc1ccc(OCc2cc(C(=O)NC(C)Cc3cccc(C)n3)no2)cn1 (stereo not given)	?	/
Cc1noc(C)c1COC(=O)c1ccccc1NC(=O)Cc1ccccc1	7%	-19
COc1ccc(-c2nc(CS(=O)CC(=O)NC3CCCCC3)c(C)o2)cc1 (stereo not given)	?	/
Cc1cccc(C(=O)NNC(=O)CCn2nnc3ccccc32)c1	?	/
O=C(NCCN1C(=O)S/C(=C\c2cccnc2)C1=O)C1CC(=O)N(Cc2ccco2)C1 (stereo not given)	?	/
COCCN(C(=O)CNC(=O)c1cccs1)C(C(=O)NC1CCCC1)c1cccs1 (stereo not given)	15%	-13
Cc1cc(C)n2c(SCc3cccs3)nnc2n1	?	/
COC(=O)c1[nH]c2cc(C)ccc2c1NC(=O)CN1CCOCC1	4%	10
